AmpC inh det: inhibitors of E. coli AmpC beta-lactamase with detergent; P00811; AID 584; purified AmpC, nitrocefin hydrolysis with detergent; Potency, µM (titrated, usually from 28.7 µM), for the others: at the highest dose activity change, negative = inhibition; 71,000 tested, 0.09% active; active means well fitted curve in the direction sought with a large enough effect
Target sequence (P00811 whole entry, looked up): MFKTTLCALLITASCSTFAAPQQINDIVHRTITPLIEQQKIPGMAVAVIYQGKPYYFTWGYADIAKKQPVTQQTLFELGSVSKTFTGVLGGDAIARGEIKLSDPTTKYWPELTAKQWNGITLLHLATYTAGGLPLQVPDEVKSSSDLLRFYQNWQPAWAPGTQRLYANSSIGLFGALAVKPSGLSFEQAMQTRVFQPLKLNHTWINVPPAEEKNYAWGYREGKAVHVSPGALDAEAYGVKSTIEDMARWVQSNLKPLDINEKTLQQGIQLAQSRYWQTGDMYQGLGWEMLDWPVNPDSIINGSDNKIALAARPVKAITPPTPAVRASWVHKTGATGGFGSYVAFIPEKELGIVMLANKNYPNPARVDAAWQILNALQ
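E. coli AmpC (5.3 nM) in 20 mM phosphate pH 7.0 with 0.01% Triton X-100, preincubated 15 min RT with compound; nitrocefin (2 uL of 800 uM stock) hydrolysis followed by 480 nm absorbance every 20 s over 4 min.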
* = called active by the depositor; & = joins results of further samples; [ ] = dose if it differs, or a comment. On the % scale 0 is the no-effect control and ±100 the full control effect; potency means the concentration at half of the fitted maximal effect. These rows are one share of the data (hit frequency here may not be typical).

SMILES	AmpC inh det
O=[N+]([O-])c1cccc2cn[nH]c12	-2%&-3%
CCOC(=O)c1c(C)oc2ccc(OCC(N)=O)cc12	-3%
O[C@H]1CCCC[C@H]1N1CCC(c2ccccc2)CC1	-5%
CCNC(=O)COC(=O)COc1ccc(Cl)cc1C	-1%
CCN(CC)C(=O)C1CCCN(C/C=C/c2ccccc2)C1 (stereo unspecified)	10%
COCCN1CC(O)=C(c2nc3ccccc3c(=O)[nH]2)C1=N	-1%
Cc1[nH]c(=O)[nH]c(=O)c1NS(=O)(=O)c1ccc2c(c1)CCCC2	-4%
COc1ccc2[nH]c3c(c2c1)CN(C)CC3	-6%
CC(=O)Nc1ccc(S(=O)(=O)Nc2ncccn2)cc1	6%
COC(=O)c1ccccc1NC(=O)COC(=O)CSCC(=O)N1CCOCC1	-1%
O=C(NCc1nc(-c2ccccc2)no1)c1ccc2c(c1)OCO2	-4%
O=C1NCCCc2c1oc1cc(Br)c(O)c(Br)c21	10%
O=C(CSc1nnc(-c2cccs2)o1)N1CCOCC1	0%
O=C(NCc1nc(-c2ccccc2)no1)c1cccs1	-8%
Cc1cccc(C(C)C)c1NC(=O)c1cccnc1	-5%
COc1cc(OC)c(C2N(c3ccccn3)C(=O)C3CCCN32)cc1OC (stereo unspecified)	-3%
COc1ccccc1NC(=O)CSc1nnc(CNC(=O)COc2ccc(Cl)cc2)o1	-5%
CN1CCc2c(sc3c2c(=O)n(-c2ccccc2)c2nnc(SCc4ccc(Cl)cc4)n32)C1	0%
Cc1noc(C)c1S(=O)(=O)N1CCCC(C(=O)NCCc2ccc(Cl)cc2)C1 (stereo unspecified)	-1%
Cc1cccc(C)c1OCc1nnc(SCC(=O)NCCc2ccccc2)o1	-1%
c1ccc2cc(-c3cc(-c4cc(-c5ccc6ccccc6c5)on4)no3)ccc2c1	-4%[5.75 µM]
CCC/C(=N\O)c1c[nH]c2ccccc12	-2%
Cc1nc(SCC(=O)N2CCOCC2)c2ccsc2n1	-3%
COc1cccc(C2=Nn3c(nnc3-c3ccccc3O)SC2)c1	-2%
COCCCn1c(SCC(=O)Nc2nnc(C)s2)nnc1-c1ccoc1C	1%
O=S(=O)(c1ccc2ccccc2c1)n1cnc2ccccc21	23%
CN(Cc1cc(C(C)(C)C)cc(Br)c1O)Cc1cc(C(C)(C)C)cc(Br)c1O	-2%[5.75 µM]
COc1ccccc1CNC(=O)C(C)NS(=O)(=O)c1ccc(C)cc1 (stereo unspecified)	-2%
COc1ccc(-c2c3c(nc4sc(C(=O)Nc5cc(C)on5)c(N)c24)CCC3)cc1	-3%
CN1CCN(C(=O)c2cc3nc(-c4ccc(F)cc4)cc(C(F)(F)F)n3n2)CC1	8%
CSc1nc(NCc2ccco2)c2c3c(sc2n1)CN(C)CC3	-4%
COc1cc(OC)nc(NC(=O)CSc2nc3ccccc3o2)n1	-6%
O=C(CCn1nnc2ccccc2c1=O)NCC1CCC(C(=O)O)CC1 (stereo unspecified)	-2%
O=C(CSc1nnc2n(C3CCCC3)c(=O)c3ccccc3n12)N1CCCCCC1	6%
Cc1ccccc1CS(=O)(=O)Cc1ccc(C(=O)NCCCN2CCOCC2)o1	-4%
C=CCn1c(=O)c2c(nc3n2CCN3c2cccc(Cl)c2C)n(C)c1=O	19%
c1csc(CN2CCCC3(CCNCC3)C2)n1	-1%
O=C(c1ccc(S(=O)(=O)N2CCCCC2)cc1)c1nnc(-c2ccc(Cl)cc2)o1	-2%
C[C@@]1(C(NC(=O)c2ccccc2)c2ccc(-c3ccccc3)cc2)C[C@H]1C1CCCCC1 (stereo partly specified)	0%
CCOc1ccccc1N1C(=O)c2cccnc2C1=O	10%
Cc1c(C(=O)N2CCN(c3ccccc3F)CC2)sc2nc(-c3ccccc3)cn12	-4%
COC(=O)c1ccc(C(NC(=O)OCc2ccccc2)/C(I)=C/[C@@H](C)C(=O)NCc2ccc(C)o2)cc1 (stereo partly specified)	13%
Cc1cc(=O)n(CCO)c(O)c1C#N	7%
OCc1ccncc1.OCc1ccncc1.[Cl][Pt]([Cl])([Cl])[Cl]	-10%[5.75 µM]
Cc1ccc(NC(=O)CCSc2nnnn2-c2ccc3c(c2)OCO3)cc1C	-7%
COc1cc(NC(=O)C2CCCCC2)c(OC)cc1NC(=O)CCC(=O)NCc1ccco1	-1%
Cc1cccn2c(NCC3CCCO3)c(C(C)C)nc12 (stereo unspecified)	11%
COc1ccc(Oc2ncc3nc(-c4ccccc4)c(=O)n(C4CC4)c3n2)cc1	-1%

Some values from the list.
Reading for Cc1cc(=O)n(CCO)c(O)c1C#N in AmpC inh det: 7%
Reading for COc1cc(NC(=O)C2CCCCC2)c(OC)cc1NC(=O)CCC(=O)NCc1ccco1 in AmpC inh det: -1%
Reading for Cc1ccc(NC(=O)CCSc2nnnn2-c2ccc3c(c2)OCO3)cc1C in AmpC inh det: -7%
Reading for COc1ccc(Oc2ncc3nc(-c4ccccc4)c(=O)n(C4CC4)c3n2)cc1 in AmpC inh det: -1%
Reading for COC(=O)c1ccc(C(NC(=O)OCc2ccccc2)/C(I)=C/[C@@H](C)C(=O)NCc2ccc(C)o2)cc1 (stereo partly specified) in AmpC inh det: 13%

Next part.
SMILES	AmpC inh det
c1ccc2c(c1)ccc1ccccc12	7%
CC1(C)CC(=O)c2cc(OCC(=O)N3CCN(c4ccccc4F)CC3)ccc2O1	-1%
Cc1ccc(N2CC(C(=O)NCC3CCCO3)CC2=O)cc1Cl (stereo unspecified)	-3%
CCCNC(=O)Cn1cnc2sc(C(=O)N3CCN(CCC)CC3)c(C)c2c1=O	-2%
CC(C)C(OC(=O)c1ccco1)C(=O)NCc1ccccc1 (stereo unspecified)	-2%
Cc1cc(C)n2c(SCC(=O)Nc3ncc(C(F)(F)F)cc3Cl)nnc2n1	-2%
CC1(CCC#N)N=C(SCCC#N)N(c2ccccc2)C1=O (stereo unspecified)	-4%
Cc1ccccc1C(=N)c1ccccc1Cc1cccc2ccccc12	-4%[5.75 µM]
C=C(C)Cn1c(CNC(C)=O)nc2ccccc21	11%
CC(C)N(C(=O)CSc1nnnn1C1CCCC1)C(C)C	-10%
COC(=O)c1cc(NC(=O)CN2CCOCC2)cc(C(=O)OC)c1	-4%
CCN(CC)c1ncccc1C(=O)NCc1cccs1	11%

Structures from the list above that contain bromine, in the order listed:
SMILES	AmpC inh det
O=C1NCCCc2c1oc1cc(Br)c(O)c(Br)c21	10%
CN(Cc1cc(C(C)(C)C)cc(Br)c1O)Cc1cc(C(C)(C)C)cc(Br)c1O	-2%[5.75 µM]

Next section
SMILES	AmpC inh det
COCCN(C(=O)C(C)C)c1nnc(-c2cccc(C)c2)s1	6%
O=C(NCc1ccccn1)c1cc(S(=O)(=O)N2CCN(c3ccccc3)CC2)ccc1Cl	-4%
O=C(O)CSc1nnc(-c2cccs2)n1-c1ccc(Cl)cc1	-7%
COC(=O)N1CCC2(CCCN(C)C2)CC1	6%
COc1ccccc1NC(=O)C1CC(=O)OC1c1ccccc1 (stereo unspecified)	0%
Cc1ccccc1-c1nc(CN2CCC(C(=O)N3CCN(c4ccccn4)CC3)CC2)c(C)o1	14%
O=C(CCc1ccc(S(=O)(=O)N2CCOCC2)cc1)NCCc1ccccn1	-1%
CCC(CC)C(=O)Nc1cccc(C(=O)NCc2ccco2)c1	-3%
O=C(CN1CCN(c2ccccc2)CC1)N1CCN(c2ccccc2)CC1	0%
COc1ccccc1C(c1nnnn1C(C)(C)C)N1CCN(C(=O)c2ccco2)CC1 (stereo unspecified)	-3%
CSc1ccccc1NC(=O)c1onc(C)c1Cl	7%
COc1ccc(Br)cc1C(=O)NCc1cccnc1	-4%
CC(=O)N1CCN(CC(=O)Nc2c(Cl)cc(Cl)cc2Cl)CC1	-5%
CC(=O)Nc1c(O)nc(SCC(=O)Nc2nnc(CC(C)C)s2)[nH]c1=O	-3%
COc1ccccc1-c1oc2ccccc2c(=O)c1OC	-4%
Cc1ccccc1-c1nc(CS(=O)CC(=O)NCCCN(C)c2ccccc2)c(C)o1 (stereo unspecified)	4%
CCNc1ncc2nc(-c3cccs3)c(=O)n(Cc3ccc(F)cc3)c2n1	-4%
Cc1ccc2c(c1)N(CC(=O)NC1CCC(C)CC1)C(=O)CO2 (stereo unspecified)	-4%
CCC1CCCCN1CCn1c(=S)[nH]c2cc(OC)c(OC)cc2c1=O (stereo unspecified)	2%
CN1C(=O)NC(c2ccc(O)cc2)C(C(=O)c2cccs2)C1(O)C(F)(F)F (stereo unspecified)	-3%
CCN1CCN(C(=O)c2cnn3c(C(F)F)cc(-c4ccc(C)cc4)nc23)CC1	-2%
CC1CCC(NS(=O)(=O)c2ccc3c(c2)n(C)c(=O)c(=O)n3C)CC1 (stereo unspecified)	-5%
COc1cccc(CN2C(=O)C3(C(C#N)=C(N)OC4=C3C(=O)CCC4)c3ccccc32)c1 (stereo unspecified)	-3%
CCCC(c1nnnn1CCc1ccccc1)N1CCN(C2CCCC2)CC1 (stereo unspecified)	1%

Four entries already listed, ordered by molecular weight, low to high.
SMILES	AmpC inh det
Cc1ccccc1C(=N)c1ccccc1Cc1cccc2ccccc12	-4%[5.75 µM]
CC1CCC(NS(=O)(=O)c2ccc3c(c2)n(C)c(=O)c(=O)n3C)CC1 (stereo unspecified)	-5%
CCNc1ncc2nc(-c3cccs3)c(=O)n(Cc3ccc(F)cc3)c2n1	-4%
CC1(C)CC(=O)c2cc(OCC(=O)N3CCN(c4ccccc4F)CC3)ccc2O1	-1%

Continued.
SMILES	AmpC inh det
O=S1(=O)CCC(S(=O)(=O)N2CCCCCC2)C1 (stereo unspecified)	9%
CCn1c(=O)cc(OCC(=O)Nc2cc(C)ccn2)c2ccccc21	-3%
Cc1ccc2c(c1)CCCN2C(=O)C1CCCO1 (stereo unspecified)	-4%
CCOc1ccc(C2CC(c3ccc(F)cc3)Nc3nc(N)nn32)cc1 (stereo unspecified)	13%
O=C1NCN(c2ccccc2)C12CCN(CCCC(c1ccc(F)cc1)c1ccc(F)cc1)CC2	-2%[12.8 µM]
Clc1ccc(OCc2cn3cccnc3n2)c2ncccc12	-2%
O=C(Nc1cccc(C(=O)N2CCOCC2)c1)c1cccnc1	-1%
COc1cc(NC(=O)c2c(F)cccc2F)nc(OC)n1	-2%
C=CCN1C(=O)/C(=C2/Sc3ccccc3N2CCCS(=O)(=O)O)SC1=S	-9%
CC(CN1CCCCC1)OC(=O)c1ccccc1Cl (stereo unspecified)	-1%
COc1cccc(C2NC(CC(C)C)(C(=O)O)C3C(=O)N(Cc4ccccc4)C(=O)C23)c1O (stereo unspecified)	-1%
COC(=O)C1(C)C=C2C(=C(c3ccccc3)C(=O)C2C)CN1 (stereo unspecified)	0%
O=C(Oc1ccccc1)N1CCC[C@@]2(CCN(C(c3ccccc3)c3ccccc3)C2)C1	-1%
COc1ccc(C2C(C(=O)NCC3CCCO3)CCC(=O)N2c2ccc3c(c2)OCO3)cc1 (stereo unspecified)	-2%
O=C(COc1ccccc1)NC1CCN(Cc2ccccc2)CC1	-3%
Cc1[nH]n(-c2ccccc2)c(=O)c1S(=O)(=O)c1ccccc1	-7%
COC(=O)c1ccc(NC(=O)c2ccc3c(c2)OCO3)cc1	-2%
COc1ccc(C(=O)c2coc3ccc(O)c(CN4CCOCC4)c23)cc1	16%
CN1CCc2c(sc3c2C(=O)NC(c2cccc(OC(=O)c4cccs4)c2)N3)C1 (stereo unspecified)	12%
CCS(=O)(=O)c1ccc(O)c(N2C(=O)C3C4C=CC(C4)C3C2=O)c1 (stereo unspecified)	-5%
O=C1CCC(=O)N1c1cccc(-c2nc3ccccc3o2)c1	12%
O=C(c1c(Cl)nc2sccn12)N1CCCc2ccccc21	-2%
COc1ccc(CCNC(=O)CN(C)S(=O)(=O)c2cccc3nsnc23)cc1OC	-1%
COC(=O)C1=C(C)N=C2SCCC(=O)N2C1/C=C/c1ccccc1 (stereo unspecified)	-1%
CCN1CCN(c2nc3c(c(=O)[nH]2)CCCC3)CC1	2%
COc1ccc(N2CCN(C(=O)CC3NC4CCCCC4NC3=O)CC2)cc1 (stereo unspecified)	1%
COc1ccc(-c2noc(-c3ccccc3-c3ccccc3)n2)cc1OC	-5%
COc1ccc(-c2nnc(SCCC(=O)O)n2-c2ccccc2)cc1	-4%
CCC(c1nnnn1CCOC)N1CCN(C(=O)c2ccco2)CC1 (stereo unspecified)	-3%
COc1ccc(-n2c(SC3CCOC3=O)nc3ccccc32)cc1 (stereo unspecified)	11%
CCSc1nnc(NC(=O)C(CC)Oc2ccccc2)s1 (stereo unspecified)	-8%
CCc1ccc(N(CC(=O)O)S(=O)(=O)c2c(C)noc2C)cc1	14%
Cn1c([N+](=O)[O-])cnc1COC(N)=O	-4%[12.8 µM]
CCCn1c(-c2ccc(F)cc2)nc2c(NCCN3CCOCC3)nc(C)nc21	14%
CCc1nccn1S(=O)(=O)c1ccc(Br)cc1Br	0%
COC(=O)CCCNC(=O)CN1CC(c2ccccc2)CC1=O (stereo unspecified)	-3%

Reformatted field by field: part of the list above
CCC(c1nnnn1CCOC)N1CCN(C(=O)c2ccco2)CC1 (stereo unspecified)
- AmpC inh det = -3%
COc1ccc(-n2c(SC3CCOC3=O)nc3ccccc32)cc1 (stereo unspecified)
- AmpC inh det = 11%

The list continues.
SMILES	AmpC inh det
Cc1ccc2[nH]c(C(=O)O)c(NC(=O)CN3CCN(c4cccc(C)c4C)CC3)c2c1	-3%
C=CCn1c(C#N)c(N)sc1=N	-1%
COCCn1c(SCCN2CCCCC2)nc2ccccc2c1=O	-1%
CCC(=O)Nc1sc2c(c1C#N)CC(C)(C)NC2(C)C	-1%
CCOCCCn1c(=S)[nH]c2cc3c(cc2c1=O)OCO3	-3%
O=C(CCN1C(=O)C2C3C=CC(C3)C2C1=O)NC1CCCc2ccccc21 (stereo unspecified)	17%
CC(=O)Nc1ccc2c(c1)CCC2=O	-3%
CC(C)c1cc(C(F)(F)F)nc(NNc2nc(C(C)C)cc(C(F)(F)F)n2)n1	-1%[5.75 µM]
